CD11b adhes enh: enhancers of CD11b/CD18 adhesion to fibrinogen, primary screen, K562 cells, luminescence | Integrin beta-2 (Homo sapiens) + Integrin alpha-M (Homo sapiens), P05107+P11215 | ATPlite luminescence | activation, % at 10 µM | actives 0.07% (n = 93,000) | AID 1499, 2009;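 active means 10 µM primary screen giving 50% or more activity, confirmed by 40% or more on retest at that dose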; further: strong numbers were not always called active
CYP2C19 activ: human CYP2C19 activators, primary screen, biochemical, luminescence; Cytochrome P450 2C19 (Homo sapiens), P33261; recombinant CYP2C19, luciferin-H EGE luminescence; active compounds read high; 0 = fully inhibited enzyme, 1 = untreated enzyme; 96,000 tested, under 10 active; activation factor at 5 µM;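 active means activation factor of at least 2 at 5 µM in the primary screen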;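 further: 0 = wells with 2.5 mM tranylcypromine and 1 = vehicle-only wells; values of inactives mirror those of a sister screen read the other way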
Target sequence (P33261 whole entry, looked up): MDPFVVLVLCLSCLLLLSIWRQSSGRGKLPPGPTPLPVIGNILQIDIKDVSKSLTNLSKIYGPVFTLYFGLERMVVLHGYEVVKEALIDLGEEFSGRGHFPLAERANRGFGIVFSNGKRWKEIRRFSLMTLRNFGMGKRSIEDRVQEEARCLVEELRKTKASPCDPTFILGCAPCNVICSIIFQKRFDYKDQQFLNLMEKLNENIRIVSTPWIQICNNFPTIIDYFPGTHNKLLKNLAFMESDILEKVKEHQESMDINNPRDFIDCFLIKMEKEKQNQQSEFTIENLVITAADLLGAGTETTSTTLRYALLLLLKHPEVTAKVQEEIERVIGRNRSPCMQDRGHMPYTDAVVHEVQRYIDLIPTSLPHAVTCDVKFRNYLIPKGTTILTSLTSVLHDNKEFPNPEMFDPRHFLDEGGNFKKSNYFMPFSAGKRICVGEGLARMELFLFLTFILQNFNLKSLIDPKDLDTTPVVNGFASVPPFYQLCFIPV
CYP2C19 inhib: blockers of cytochrome P450 2C19 activity – biochemical, luminescence, ADME assay, primary screen. P33261. CYP2C19 Supersomes, luciferin-H EGE luminescence, 30 min. inhibition, % at 5 µM. actives 21% (n = 96,000). AID 778, 2007;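 active means CYP2C19 inhibition above a set limit at 5 µM in the primary screen, cut at about 50% in these data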;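 further: plate controls were negative control wells for no effect and 2.5 mM tranylcypromine positive control for full effect; values of inactives mirror those of a sister screen read the other way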
ERa SRC1 pot: enhancers of ERα–SRC-1 coactivator binding, primary screen, biochemical, TR-FRET, ERα LBD, low estradiol; Estrogen receptor (Homo sapiens), P03372; TR-FRET ERalpha-LBD/SRC-Cy5 coactivator binding, 2 h; 100 = basal binding, no effect; coactivator binding (% of control), % at 25.6 µM; actives 1.3% (n = 86,000); AID 639, 2007; in the data active means activity above about 200%;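 further: binding measured in presence of low estradiol as agonist stimulus; 0% = peptide alone without receptor and 100% = receptor with peptide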
Target sequence (P03372 whole entry, looked up, the tested form may be a part): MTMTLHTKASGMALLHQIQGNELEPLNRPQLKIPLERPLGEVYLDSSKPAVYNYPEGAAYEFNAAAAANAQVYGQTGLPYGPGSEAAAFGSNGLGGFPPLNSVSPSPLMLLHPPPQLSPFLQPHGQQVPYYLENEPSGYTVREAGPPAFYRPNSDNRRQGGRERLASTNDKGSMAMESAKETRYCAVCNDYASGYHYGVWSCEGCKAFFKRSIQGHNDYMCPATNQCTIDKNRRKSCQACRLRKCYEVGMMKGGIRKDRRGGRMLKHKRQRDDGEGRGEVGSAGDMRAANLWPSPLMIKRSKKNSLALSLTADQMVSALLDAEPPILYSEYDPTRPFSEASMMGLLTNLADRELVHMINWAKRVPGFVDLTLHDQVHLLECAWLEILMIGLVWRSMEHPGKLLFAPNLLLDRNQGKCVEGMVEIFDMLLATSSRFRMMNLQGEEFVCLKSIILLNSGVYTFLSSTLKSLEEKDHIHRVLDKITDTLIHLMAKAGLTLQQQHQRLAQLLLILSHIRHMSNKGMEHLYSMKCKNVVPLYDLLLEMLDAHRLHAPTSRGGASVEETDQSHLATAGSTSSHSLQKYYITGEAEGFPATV
Fibroblast inh: antiproliferative effect on LL 47 fibroblasts – human, LL 47 cells, CellTiter-Glo luminescence, primary screen. LL 47 human lung fibroblast viability, ATP luminescence; active compounds read low. viability, % at 10 µM. actives 1.1% (n = 85,000);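 active means viability at or below 50% in the single dose screen; inactive means viability above 50%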;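 further: compound exposure lasted 72 h before the ATP readout; 100% = median luminescence of untreated cell-only wells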
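Test system: LL 47 human lung fibroblasts; Quantity: 1,150 cells/well; Buffer or medium: IMEM plus 15% FBS; Dosing: tenfold compound dosing solution, DMSO at 0.1%; Timing: overnight cell rest, 72 h compound treatment at 37 °C; Detection: ATP-based CellTiter-Glo luminescent readout; Read-out basis: viability percentage against median untreated-cell control; Controls: cell-only wells, no compound.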
Mac1 fbg inh: inhibitors of CD11b/CD18 adhesion to fibrinogen, primary screen, K562 cells, luminescence; Integrin beta-2 (Homo sapiens) + Integrin alpha-M (Homo sapiens), P05107+P11215; ATPlite luminescence; Mn2+ added to activate the integrin; inhibition, % at 10 µM; actives 0.54% (n = 93,000); AID 1497, 2009;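 active means primary inhibition of 50% or more at 10 µM, then 40% or more on retest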; further: some results filed as inactive read as strong as hits
HUVEC prolif 384: inhibitors of HUVEC proliferation, primary screen, cell-based, 384-well; CellTiter-Glo luminescence, 72 h; active compounds read low; viability, % at 10 µM (by protocol); actives 1.1% (n = 86,000); AID 648, 2007;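 active means viability at or below 30%; inactive means viability above 30%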;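 further: 100% = median luminescence of DMSO-only cell control wells on each plate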
ERa coact inh: ERα–SRC-1 coactivator interaction inhibitors, primary screen, biochemical, TR-FRET, ERα LBD, estradiol-bound. Estrogen receptor (Homo sapiens), P03372. TR-FRET ER-alpha LBD / SRC-1 peptide. inhibition, % at 25.6 µM. actives 1.7% (n = 86,000); in the data active means inhibition above about 50%;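 further: 0% = receptor plus peptide control and 100% = peptide only without receptor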
H69AR growth 86K: proliferation blockers of H69AR lung cancer cells, primary screen, cell-based, human, 86K library. H69AR lung tumor viability, ATP luminescence, 72 h; active compounds read low. viability, % at 10 µM. actives 6% (n = 85,000);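 active means viability at or below 40%; inactive means viability above 40%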;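 further: multidrug resistant small cell line overexpressing MRP-1 efflux transporter; 100% = mean luminescence of untreated control wells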
The depositor's hits bear a star; x = no result given; [ ] = remark or other dose.

canonical_smiles,Fibroblast inh,ERa coact inh,Mac1 fbg inh,ERa SRC1 pot,CYP2C19 activ,HUVEC prolif 384,CD11b adhes enh,H69AR growth 86K,CYP2C19 inhib
O=C(NCc1ccco1)C1CCCN(S(=O)(=O)c2cccc3nsnc23)C1 (stereo not drawn),x,-4,-14,118,0.7,94,2,95,30
O=C(NC1CCCC1)c1ccc(Br)s1,102,0,-8,118,0.3,96,-7,95,71*
CCN1C(=O)c2ccccc2S(=O)c2ccc(C(=O)NC3CC3)cc21 (stereo not drawn),86,-4,11,123,1,90,-4,104,2
CCC(C)(C)n1nnnc1C(c1cccnc1)N1CCCc2ccccc21 (stereo not drawn),90,-2,-5,108,0.7,91,2,74,33
CC1CN(Cc2nc3c(c(=O)n(C)c(=O)n3C)n2CC(=O)c2ccccc2)CC(C)O1 (stereo not drawn),97,-6,x,122[fluorescence artefact?],x,104,x,x,x
COc1cccc(C(=O)Nc2nc3c(c(=O)[nH]2)CCCC3)c1,105,15,3,119[fluorescence artefact?],0.7,95,-3,89,28
COC(=O)Cn1c(=O)sc2ccccc21,104,-6,-19,134,1,105,-2,99,3
O=C(O)Cc1ccc(C(=O)c2cccs2)s1,101,19[fluorescence artefact?],4,105[fluorescence artefact?],0.9,94,-5,100,8
CCOC(=O)N1CCN(c2c(F)cc3[nH]c(=S)[nH]c3c2Br)CC1,60,1,11,72,0.6,78,-2,8.9*,42
COc1ccc(C(=O)COC(=O)Cn2nnc3ccccc32)cc1Br,99,-3,-8,115,1.1,95,-2,103,-7
COC(=O)Nc1nnc(CC(=O)Nc2ccccc2C)s1,103,-4,x,114[fluorescence artefact?],x,99,x,91,x
CC1(C)CC2(CCO1)N1CC3(C)CN2CC(C)(C1)C3=O (stereo not drawn),104,-1,x,103,x,102,x,98,x
O=C(Nc1ccc2c(c1)OCCO2)c1ccc(CN2CCOCC2)cc1,99,-7,22,112[fluorescence artefact?],1,100,-2,84,2
CCOC(=O)c1c(C)oc2ccc(O)c(CN3CCCCC3)c12,102,0,4,92[fluorescence artefact?],1,101,-2,80,-2
O=C(COc1ncnc2ccccc12)NCCCN1CCCC1=O,108,-4,-5,106,1.2,109,0,99,-23
CCOC(=O)Cn1c(CN2CCN(c3cccc(Cl)c3)CC2)nc2c1c(=O)[nH]c(=O)n2C,101,-3,x,123[fluorescence artefact?],x,76,x,41,x
CCCc1ccc(Oc2cn[nH]c2-c2ccc(O)cc2O)cc1,91,9,-14,43,0,61,2,29*,96*
COc1ccc2[nH]c(=O)c(CN(CCO)C(=O)c3cccs3)cc2c1,106,6,x,96,0.8,109,x,94,18
Cc1onc(-c2ccccc2Cl)c1C(=O)Nc1ccc(CN2CCCC2)cc1,96,11,-14,81,0.5,99,0,94,49
Cc1c(NC(=O)Cn2cnc3c(=O)n(C)c(=O)n(C)c32)cccc1-c1nc2ccccc2o1,70,-1[fluorescence artefact?],x,95,x,34,x,72,x

Reprinted at random: 3 records from the list.
canonical_smiles,Fibroblast inh,ERa coact inh,Mac1 fbg inh,ERa SRC1 pot,CYP2C19 activ,HUVEC prolif 384,CD11b adhes enh,H69AR growth 86K,CYP2C19 inhib
O=C(COc1ncnc2ccccc12)NCCCN1CCCC1=O,108,-4,-5,106,1.2,109,0,99,-23
O=C(NCc1ccco1)C1CCCN(S(=O)(=O)c2cccc3nsnc23)C1 (stereo not drawn),x,-4,-14,118,0.7,94,2,95,30
CCOC(=O)Cn1c(CN2CCN(c3cccc(Cl)c3)CC2)nc2c1c(=O)[nH]c(=O)n2C,101,-3,x,123[fluorescence artefact?],x,76,x,41,x

Continued.
canonical_smiles,Fibroblast inh,ERa coact inh,Mac1 fbg inh,ERa SRC1 pot,CYP2C19 activ,HUVEC prolif 384,CD11b adhes enh,H69AR growth 86K,CYP2C19 inhib
COc1cc(NC2=CC(=O)CC(C)(C)C2)cc(OC)c1OC,91,-5,-35,116,1,90,6,88,-1
CC(=O)NC1C(=O)N=C(SCC(=O)NCc2ccccc2)NC1=O (stereo not drawn),101,-6[fluorescence artefact?],x,97,x,94,x,101,x
Cn1ncc2c1ncn1c(-c3ccccc3Cl)nnc21,99,-12,x,107,x,90,x,94,x
Cc1ccc(C2C(C#N)=C(N)Oc3cc4c(cc32)OCO4)cc1 (stereo not drawn),76,7,x,77,0.3,74,-3,15*,72*
COc1ccc(-c2nc3ccccc3c(=O)n2CCCn2ccnc2)cc1,96,3[fluorescence artefact?],-16,99[fluorescence artefact?],0.5,94,2,70,45
CCOc1ncccc1C(=O)OCc1cc(=O)n2c(n1)sc1ccccc12,103,84*[fluorescence artefact?],x,115[fluorescence artefact?],x,107,x,99,x
Cc1cccc(C)c1N1C(=O)C2ON(c3ccccc3)C(c3ccncc3)C2C1=O (stereo not drawn),97,-3,13,120,0,94,3,97,100*
Cc1c(Br)cc(-c2nnco2)cc1Br,110,7[fluorescence artefact?],-8,113,1.1,104,-2,92,-10
COc1ccc(S(=O)(=O)N2CCC(C(=O)N3CCOCC3)CC2)cc1OC,109,-8,3,103,0.9,110,-2,87,7
O=C(c1ccccc1F)N1CCN(c2ccccc2F)CC1,100,-9,-2,106,0.3,85,-1,103,68*
CCOC(=O)c1ccccc1NC(=O)c1ccc(NS(C)(=O)=O)cc1,98,-3,x,98,0.6,81,x,56,40
CC(=O)N1CCN(c2ccc(NC(=O)c3cccc(OCc4ccccc4)c3)cc2)CC1,x,x,-7,x,0.9,x,1,x,14
CCn1c(=N)n(CCOc2ccc(OC)cc2)c2ccccc21,86,-6,-2,108,0.8,88,-7,75,24
CCOC(=O)c1c(C)c(C(=O)N(C)C2CCCCC2)c(C)n1C,101,-2,-8,106,0.5,89,-1,91,54*
Cc1cc(NC(=O)CSc2nnc(-c3ccoc3C)o2)no1,103,-9,4,116[fluorescence artefact?],1,100,3,98,4
CCOC(=O)COc1cc(Br)c(/C=N/Nc2ccccc2)cc1OC,x,x,7,x,0.8,x,0,x,22
CCN1CCN(C(c2ccc(F)cc2)c2nnnn2Cc2cccs2)CC1 (stereo not drawn),93,3,49,140,0.7,83,4,90,33
O=C(N/N=C/c1c[nH]c2ccccc12)c1ccn(Cc2ccc(Cl)cc2Cl)n1,x,x,-3,x,0.4,x,0,x,57*
O=C(CSc1nc2ccccc2c(=O)n1-c1ccccc1)NCc1ccco1,92,-9,7,98,0.6,93,11,74,43
CCC1(CC)Cc2ccccc2C(CC(=O)N2CCOCC2)=N1,103,2,-14,93,0.7,95,0,81,31
Cc1ccc(C)c(OCC(=O)Nn2c(C)nc3ccccc3c2=O)c1,97,-2,11,105,0.9,91,-2,89,5
CCC(C)C1C(C#N)=C(N)Oc2n[nH]c(C)c21 (stereo not drawn),84,1,x,91,x,83,x,78,x
Cc1occc(=O)c1OC(=O)Nc1ccccc1,104,-6,-9,121,1.1,87,0,99,-15
O=C(c1ccc(Cl)s1)N1CCN(c2ccccc2)CC1,99,-5,x,128,x,101,x,89,x
Cc1noc(C)c1CSc1ncnc2sc(C)c(C)c12,97,-2[fluorescence artefact?],7,103,0.6,115,0,92,37
COc1ccc(-c2cc(-c3cccs3)c(C#N)c(SCC(=O)NCc3ccco3)n2)cc1,57,54*,-6,177[fluorescence artefact?],0.5,52,8,22*,48
N#Cc1c(SCc2ccc(Cl)cc2)sc(C(=O)c2ccccc2)c1N,104,-11,2,67[fluorescence artefact?],0.8,92,-5,66,16
O=C(Nc1ccccc1)Nc1nncs1,99,0,4,113,0.6,99,-1,90,38
CCOC(=O)N1CCN(C(=O)Nc2ccc3nc(C)sc3c2)CC1,102,-6,-7,112[fluorescence artefact?],0.9,102,8,91,6
CNC(=O)CSCc1c(F)cccc1Cl,91,-4,x,96[fluorescence artefact?],x,85,x,98,x
CC(C)NC(=O)CCNS(=O)(=O)c1ccc(Br)cc1,102,-6,-12,119,0.5,93,-6,99,50*
CCOC(=O)N1CCN(c2ccc(C(=O)CC)cc2F)CC1,99,13,-15,123,0.5,97,-1,88,48
CCN(C(=O)CCc1nc(-c2ccccc2F)no1)c1cc(OC)ccc1OC,97,-13,x,96[fluorescence artefact?],0.1,102,x,91,94*
CCN(CC)CCCN1C(=O)C(=O)/C(=C(/O)c2ccc(OC)c(Cl)c2)C1c1ccco1 (stereo not drawn),100,-14,13,112,1.1,98,0,103,-9
O=C(Cn1nnc(-c2ccccc2F)n1)Nc1ccc2c(c1)OCO2,111,2,-7,93,0.5,109,-2,102,48
Cc1nnc(SCC(=O)NCc2ccco2)[nH]c1=O,103,-52,-2,84,1.2,101,0,98,-21
CC1=CC(c2ccc(Cl)cc2)n2nc(NC(=O)c3ccccc3)nc2N1 (stereo not drawn),93,4,23,92,0.9,97,-4,106,10
c1ccc(COc2ccc(OCCn3cncn3)cc2)cc1,99,4,4,122,0.1,107,2,x,92*
Cc1cccc(/N=C/c2c(O)c3ccccc3oc2=O)n1,82,9[fluorescence artefact?],-33,114,0.8,72,0,81,16
CC(n1cnnn1)C12CC3CC(CC(C3)C1)C2 (stereo not drawn),93,3,-13,87[fluorescence artefact?],0.5,90,12,106,50
CC(C)n1c(N2CCN(C(=O)Nc3ccccc3)CC2)nc2ccccc21,114,4,9,98,0.6,116,-3,73,36
COc1ccc2nc(C)cc(C(=O)O)c2c1,95,4,-2,106,1.1,104,0,89,-14
CCC(c1nnc(SCC(=O)NCC2CCCO2)n1Cc1ccccc1)N(C)C (stereo not drawn),99,-13,x,120,x,99,x,93,x
CCOP(=O)(c1ccc(N(C)C)cc1)C(O)c1ccccc1OC (stereo not drawn),105,6,2,115,0.7,102,-3,90,34
C=CCn1c2ccccc2c2nnc(SCC(=O)Nc3c(C)n(C)n(-c4ccccc4)c3=O)nc21,x,x,-2,x,0.9,x,1,x,8
COc1ccc(CNC(=O)CCn2c(=O)oc3ccccc32)cc1,95,-10,-6,115,0.8,89,1,92,20
O=C(O)CCCNS(=O)(=O)c1cccs1,105,-3,5,104,1,98,3,100,3
CCOc1ccc2[nH]c(=O)c(CN(Cc3nnnn3Cc3ccccc3)CC3CCCO3)cc2c1 (stereo not drawn),100,-7,44,104,0.9,97,-1,34*,9
c1ccc2[nH]c(-c3cscn3)nc2c1,103,-1,x,89,x,105,x,79,x
CC1CC(C)CN(CCCNC(=O)Cc2c(C(=O)O)n(C)c3ccccc23)C1 (stereo not drawn),102,5[fluorescence artefact?],6,117,1,98,-1,88,-1
